Vc quorum ag: inducers of Vibrio cholerae quorum light production without autoinducers, primary screen, BH1578 luxS cqsA deficient, single point; V. cholerae BH1578 lux reporter, luminescence, 6 h; 350,000 compounds, 0.16% hits; activation, % at 18.7 µM; in the data active = activation mostly above about 9.7%, no sharp cut-off; also: not every result past the cut was called active; inactives centre near 0; reference of the scale not given here
GDH-TPI inh: GDH-TPI coupling enzyme inhibitors, primary screen, artefact control for M. tuberculosis FBA inhibitor project, biochemical, absorbance, full deck; GDH-TPI coupled enzyme counterscreen, NADH absorbance; inhibition, % at 4.8 µM; 360,000 compounds, 1.2% hits; in the data active = inhibition above about 30%;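 also: 0% = DMSO wells and 100% = wells lacking the enzyme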
MazF activator: activators of E. coli MazEF toxin-antitoxin RNase, primary screen, biochemical, fluorescence, uHTS; Endoribonuclease toxin MazF (Escherichia coli (strain K12)), P0AE70; FAM/BHQ RNA-DNA oligo cleavage fluorescence, 5 h; activation, % at 20 µM; 350,000 compounds, 0.32% hits; in the data active = activation above about 50%
Target sequence (P0AE70 whole entry, looked up): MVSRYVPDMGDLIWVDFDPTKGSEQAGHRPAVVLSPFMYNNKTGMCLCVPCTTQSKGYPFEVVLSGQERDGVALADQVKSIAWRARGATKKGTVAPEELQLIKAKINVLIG
FBA Mtb inh: Mtb FBA enzyme inhibitors, primary screen, biochemical, fluorescence, strain H37Rv; purified M. tuberculosis FBA, fluorescence read-out; inhibition, % at 1 µM; 360,000 compounds, 2.3% hits; AID 588726, 2011; in the data active = inhibition above about 27%;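 also: 0% = vehicle and 100% = reference inhibitor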
Target sequence (P9WQA3 whole entry, looked up): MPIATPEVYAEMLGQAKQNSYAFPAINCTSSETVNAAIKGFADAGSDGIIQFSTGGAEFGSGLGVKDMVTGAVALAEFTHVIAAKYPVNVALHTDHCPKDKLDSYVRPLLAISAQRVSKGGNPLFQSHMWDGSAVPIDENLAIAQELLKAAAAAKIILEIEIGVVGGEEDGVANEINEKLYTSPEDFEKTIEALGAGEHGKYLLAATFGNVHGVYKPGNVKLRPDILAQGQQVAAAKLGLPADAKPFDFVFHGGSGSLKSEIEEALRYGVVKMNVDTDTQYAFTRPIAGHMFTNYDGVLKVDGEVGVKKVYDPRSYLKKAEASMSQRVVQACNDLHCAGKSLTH
3CLpro inhibitor: SARS-CoV 3CLpro protease inhibitors, primary screen, biochemical, quenched FRET. 290,000 compounds, 0.14% hits. Replicase polyprotein 1ab (Severe acute respiratory syndrome coronavirus), P0C6X7. inhibition, % at 6 µM. recombinant SARS-CoV 3CLpro, quenched FRET peptide cleavage; in the data active = inhibition above about 12%
Rv3671c protease: Rv3671c serine protease inhibitors, primary screen, biochemical, fluorescence polarization, M. tuberculosis H37Rv. inhibition, % at 5.96 µM. 320,000 compounds, 0.048% hits; in the data active = inhibition above about 38%;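 also: extracellular domain of Rv3671c used as enzyme; 0% = enzyme with DMSO and 100% = no enzyme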
Target sequence (P9WHR9 whole entry, looked up, the tested form may be a part): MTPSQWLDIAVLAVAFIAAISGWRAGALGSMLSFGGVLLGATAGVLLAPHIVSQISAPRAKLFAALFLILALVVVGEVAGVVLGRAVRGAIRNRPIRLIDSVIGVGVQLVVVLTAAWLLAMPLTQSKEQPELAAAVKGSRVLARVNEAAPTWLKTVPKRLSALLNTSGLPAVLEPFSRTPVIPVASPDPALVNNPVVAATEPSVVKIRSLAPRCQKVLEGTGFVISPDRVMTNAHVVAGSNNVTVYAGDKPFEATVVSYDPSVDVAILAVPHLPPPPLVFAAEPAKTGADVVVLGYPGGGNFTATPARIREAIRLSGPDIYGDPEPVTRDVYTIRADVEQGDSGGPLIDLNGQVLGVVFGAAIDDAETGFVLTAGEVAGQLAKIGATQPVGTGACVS
Mtb UGM inh: M. tuberculosis UGM enzyme inhibitors, primary screen, biochemical, fluorescence polarization, single point; UDP-galactopyranose mutase (Mycobacterium tuberculosis (strain ATCC 25618 / H37Rv)), …; purified UGM, fluorescence polarization probe displacement; inhibition, % at 10 µM; 320,000 compounds, 0.06% hits; AID 504406, 2011; in the data active = inhibition above about 10%, passing the limit was not always enough
PriA SSB inh: inhibitors of Klebsiella pneumoniae PriA binding to SSB C-terminal tail, primary screen, biochemical, AlphaScreen; AID 1272365, 2023; AlphaScreen SSBct-PriA binding, biotinylated peptide; inhibition, % at 33 µM; 430,000 compounds, 0.6% hits; in the data active = inhibition mostly above about 37%, no sharp cut-off; inactive = mostly below about 20%;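 also: plate controls were negative control peptide for no effect and reference peptide for full effect; strong numbers were not always called active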
Mtb BioA inh: M. tuberculosis BioA enzyme inhibitors, primary screen, biochemical, plate reader, single point, HTS | inhibition, % at 9.99 µM | 360,000 compounds, 0.096% hits | purified M. tuberculosis BioA enzyme | AID 602481, 2012 | 7,8-diaminopelargonic acid synthase BioA (Mycobacterium tuberculosis); in the data active = inhibition above about 40%
VHR inh abs: VHR1 phosphatase inhibitors, primary screen, biochemical, absorbance, uHTS; recombinant VHR phosphatase, pNPP absorbance; inhibition, % at 13.3 µM; 290,000 compounds, 0.52% hits; AID 1654, 2009; in the data active = inhibition above about 50%; also: some compounds called inactive have numbers as strong as hits
Target sequence (P51452 whole entry, looked up): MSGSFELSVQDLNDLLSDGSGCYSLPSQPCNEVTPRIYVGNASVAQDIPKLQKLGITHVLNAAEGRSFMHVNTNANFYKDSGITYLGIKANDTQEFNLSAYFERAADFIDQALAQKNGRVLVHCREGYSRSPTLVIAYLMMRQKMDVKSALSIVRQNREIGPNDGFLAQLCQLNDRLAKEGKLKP
Active calls of the source: *; i = inactive; · = no result given; + = active, no number.

SMILES	Vc quorum ag	GDH-TPI inh	MazF activator	FBA Mtb inh	3CLpro inhibitor	Rv3671c protease	Mtb UGM inh	PriA SSB inh	Mtb BioA inh	VHR inh abs
CCNC(=S)NNC(=O)c1cc(-c2cc(C)ccc2C)nc2ccccc12	-0.2	0.0	2.9	2.1	2.6	5.9	2.5	3.3	0.4	13.0
CCOC(=O)C[C@H]1c2ccc(C(F)(F)F)cc2S(=O)(=O)N1C(C)(C)C	i	-0.9	-0.7	-2.1	·	-8.7	4.7	-2.3	-0.8	·
CCCCn1nc2cc(C(=O)NC[C@@H]3CCCO3)ccc2c1OCC	-2.1	4.9	3.2	62.7*	0.3	-0.4	-1.4	-5.2	0.0	17.3
CO[C@@]12[C@@H]3N[C@@H]3CN1C1=C(C(=O)C(N)=C(C)C1=O)[C@@H]2COC(N)=O	i	21.6	7.6	-1.1	·	·	·	-22.7	·	·
CN(C)/C=C(\C#N)C(=O)Nc1ccc(O)cc1F	-0.2	1.6	15.1	0.7	2.5	-3.4	1.2	-6.3	·	22.0
COc1ccccc1N1CCN(C2CCN(S(=O)(=O)c3ccc(NC(C)=O)cc3)CC2)CC1	-2.0	3.1	-0.4	-0.8	0.4	1.2	-1.2	-23.5	-0.5	21.9
O=c1cc(C(F)(F)F)[nH]c(=S)n1-c1ccccc1	i	12.1	0.2	-0.9	1.6	2.5	-1.0	-11.5	0.0	-1.2
Cc1cccc(OCCCC(=O)Nc2ccc(S(=O)(=O)Nc3onc(C)c3C)cc2)c1C	i	-5.2	-3.3	8.7	7.9	1.8	3.1	-11.9	1.2	-11.2
CC1SC(c2ccccc2)N(CC(O)c2ccc([N+](=O)[O-])cc2)C1=O (centres undefined)	6.7	0.8	2.1	-0.6	1.1	-0.8	-0.1	-1.4	-1.3	-2.9
Cc1ccc2sc(NC(=O)C3CC3)nc2c1C	i	-6.9	8.4	0.5	-1.1	-2.0	0.3	-11.9	-0.9	7.3
COc1cccc(CNC(=O)Cn2ccc([N+](=O)[O-])n2)c1	i	5.1	-11.0	4.0	3.0	0.8	1.6	-11.8	7.5	14.9
Cc1cccc(-n2c(O)c(C=Nc3ccccc3O)c3ccccc3c2=O)n1	i	9.5	-11.5	-15.1	-2.8	1.8	3.8	16.1	1.4	13.3
Cc1cc(=O)oc2cc(OC(=O)c3cncc(Br)c3)ccc12	-0.4	-2.9	7.8	+	-1.3	4.4	-0.1	-1.2	·	10.3
COCc1nnc(NC(=O)CCS(=O)(=O)c2ccccc2)s1	-0.2	-1.6	7.6	1.2	1.6	-1.8	2.6	-7.0	1.3	6.7
N#C/C(=C\c1cc2c(cc1Br)OCO2)c1ccc(C(=O)O)cc1	i	31.4*	0.5	0.3	1.0	5.9	5.7	-2.2	-0.4	3.5
Cc1ccccc1CN1CCc2c(OCC(=O)N3CCCc4ccccc43)cccc2C1=O	i	2.3	-5.1	-2.4	-0.3	-6.6	-1.3	-6.0	·	2.6
Cc1cc(C)n2ncc(S(=O)(=O)c3ccccc3)c2n1	1.3	-3.1	-1.2	25.1	2.5	3.4	-3.1	-5.0	·	23.8
CCN1C2=C(C(=O)CCC2)C(c2ccc(O)c(Br)c2)C2=C1CCCC2=O	-0.4	10.9	2.6	4.6	0.3	-10.2	-0.7	-4.1	-2.3	25.8
O=C(Nc1ccccc1C(F)(F)F)N1CCC(n2c(=O)[nH]c3ccccc32)CC1	-0.2	-9.7	4.8	2.1	-3.6	-1.4	-1.8	3.8	·	-1.0
CCOc1ncccc1C(=O)OC(C)C(=O)NC(=O)NC1CCCCC1 (centres undefined)	-0.3	-1.2	-0.8	-1.4	-1.2	8.2	-0.4	-3.6	·	25.6
COc1ccc(-n2c(N)c(C(=O)Nc3c(C)n(C)n(-c4ccccc4)c3=O)c3nc4ccccc4nc32)cc1	-1.0	-4.8	-28.7	3.2	-0.5	1.8	-0.7	0.8	-0.7	21.7
Cc1ccc(/C=N/NC(=O)c2cc3c(ccc4ccccc43)o2)o1	-3.4	22.1	2.1	5.3	-13.1	·	·	·	0.9	29.0
Cc1cccc(NC(=O)/C(=C\c2ccc([N+](=O)[O-])o2)NC(=O)c2ccc(Cl)cc2)c1	-0.2	14.3	10.4	2.4	1.3	-26.6	-0.9	18.3	1.3	37.3
C=CCNC(=S)N1CCC(C(=O)c2ccc(Cl)cc2)CC1	-0.3	7.7	-7.2	-0.1	-0.1	4.2	1.2	8.8	5.0	-16.3
C[C@H]1[C@@H](c2ccccc2)Oc2ccc(Cl)cc2S(=O)(=O)N1Cc1ccc(F)cc1F	0.7	3.8	0.6	0.3	·	·	·	-6.9	-1.2	·

Fetched by structure from the list above:
SMILES	Vc quorum ag	GDH-TPI inh	MazF activator	FBA Mtb inh	3CLpro inhibitor	Rv3671c protease	Mtb UGM inh	PriA SSB inh	Mtb BioA inh	VHR inh abs
Cc1ccc(/C=N/NC(=O)c2cc3c(ccc4ccccc43)o2)o1	-3.4	22.1	2.1	5.3	-13.1	·	·	·	0.9	29.0
CCOc1ncccc1C(=O)OC(C)C(=O)NC(=O)NC1CCCCC1 (centres undefined)	-0.3	-1.2	-0.8	-1.4	-1.2	8.2	-0.4	-3.6	·	25.6
Cc1cccc(-n2c(O)c(C=Nc3ccccc3O)c3ccccc3c2=O)n1	i	9.5	-11.5	-15.1	-2.8	1.8	3.8	16.1	1.4	13.3
Cc1cc(C)n2ncc(S(=O)(=O)c3ccccc3)c2n1	1.3	-3.1	-1.2	25.1	2.5	3.4	-3.1	-5.0	·	23.8
CCN1C2=C(C(=O)CCC2)C(c2ccc(O)c(Br)c2)C2=C1CCCC2=O	-0.4	10.9	2.6	4.6	0.3	-10.2	-0.7	-4.1	-2.3	25.8
CCOC(=O)C[C@H]1c2ccc(C(F)(F)F)cc2S(=O)(=O)N1C(C)(C)C	i	-0.9	-0.7	-2.1	·	-8.7	4.7	-2.3	-0.8	·
COc1ccccc1N1CCN(C2CCN(S(=O)(=O)c3ccc(NC(C)=O)cc3)CC2)CC1	-2.0	3.1	-0.4	-0.8	0.4	1.2	-1.2	-23.5	-0.5	21.9

The list continues:
SMILES	Vc quorum ag	GDH-TPI inh	MazF activator	FBA Mtb inh	3CLpro inhibitor	Rv3671c protease	Mtb UGM inh	PriA SSB inh	Mtb BioA inh	VHR inh abs
COc1cccc(CNC(=O)c2ccccc2N)c1	-0.6	5.9	9.2	63.3*	2.2	4.3	0.9	-17.8	0.3	-3.8
CN1CCN(CCCNC(=O)c2ccc(NC(=O)C3=CSCCO3)cc2)CC1	-4.6	12.2	5.6	0.3	0.7	1.8	2.0	2.7	5.7	10.7
O=C(CN1CCN(C(=O)c2ccco2)CC1)Nc1ccc(F)cc1F	-0.4	-0.4	11.7	-7.5	-3.8	4.8	-2.5	-3.1	6.7	-13.4
C/C(=N/NC(=O)CC(=O)N/N=C(\C)c1ccc([N+](=O)[O-])cc1)c1ccc([N+](=O)[O-])cc1	-0.4	12.9	13.0	1.4	1.0	4.5	-3.1	·	-0.8	4.8
Cc1cc(C)n2nc(CC(=O)NC3CCCCCC3)nc2n1	-4.2	-3.5	2.0	0.0	-0.1	-2.0	3.2	-6.5	0.9	2.7
Cc1ccc(NC(=O)CCCC(=O)O)c(Br)c1	-0.5	-4.2	6.8	-3.8	-1.6	-1.8	0.6	-2.5	0.5	7.2
CCc1ccc(NC(=S)N(Cc2cccc(Br)c2)CC2CCC(C(=O)O)CC2)cc1 (centres undefined)	i	-2.6	-8.4	-2.9	3.6	7.1	0.2	-9.7	·	-6.2
Cc1cc(C)n(CC(=O)N2CCc3ccccc32)c(=O)c1C#N	-0.2	2.2	-9.1	0.9	-7.7	0.7	-2.8	-7.1	1.7	7.4
CC(C)Cc1nnc(NC(=O)C2CCCN(C(=O)c3ccc(Cl)cc3)C2)s1 (centres undefined)	0.2	-0.9	-2.3	-0.1	·	·	·	·	0.6	·
C/C(CC(=O)N1CCN(C=O)CC1)=N\NC(=O)c1cc2ccccc2cc1O	-0.1	0.4	5.7	-6.0	6.0	3.8	0.0	·	·	11.9
Cc1ccc(/C=C2\NC(=S)NC2=O)cc1[N+](=O)[O-]	i	10.4	-14.9	-3.2	-1.4	7.0	2.5	-2.7	·	24.4
CCN(Cc1ccncc1)C(=O)c1ccccc1NS(=O)(=O)c1ccc(F)cc1	-0.4	-6.5	7.5	2.0	0.8	21.1	-0.4	-4.2	·	3.6
CC(C)[C@@H]1CC[C@@H](C)c2c(-c3ccccc3)n[nH]c21	·	5.6	-10.6	-2.7	7.4	5.1	0.1	-10.9	1.8	18.6
CCOP(=O)(NC12CC3CC(CC(C3)C1)C2)NC12CC3CC(CC(C3)C1)C2	-0.2	-0.7	1.0	-2.7	3.0	7.2	-3.9	2.8	·	-9.4
O=C(CCN1CCCCCC1)c1ccccc1	i	-2.7	4.9	3.0	-2.8	8.0	0.9	-15.5	2.6	17.9
O=C(NCC(c1ccco1)N1CCOCC1)c1ccc(Cl)cc1 (centres undefined)	-0.4	8.1	-2.7	-0.6	·	8.0	-0.7	5.1	-1.0	·
CCOC(=O)N1CCN(S(=O)(=O)N2CCCC(C(=O)NCc3ccccc3OCC)C2)CC1 (centres undefined)	i	12.4	6.0	3.6	·	·	·	·	0.9	·
CCC(C)c1ccc(S(=O)(=O)N2CCN(C(=O)c3ccc(Cl)c(S(=O)(=O)N4CCOCC4)c3)CC2)cc1 (centres undefined)	i	0.0	-3.6	-0.6	·	·	·	-9.5	-0.1	·
CCOc1ccccc1NC(=O)C(OC(=O)c1ccccc1O)c1ccccc1 (centres undefined)	-0.2	4.1	-3.8	-0.6	2.5	-7.1	-1.3	-2.4	·	-4.5
CCCOC(=O)c1ccc(NC(=O)CCOc2ccccc2)cc1	0.1	-4.4	-1.4	-3.0	4.4	5.9	0.8	-37.0	·	21.8
O=C1CC(/C=C/c2ccccn2)=Nc2ccccc2N1	i	12.5	-4.0	-1.2	-2.6	4.2	-0.8	1.1	·	6.7
O=C(O)CSc1cc(C(=O)c2ccccc2O)cn2c(=O)c3c4c(sc3nc12)CCCC4	-0.4	16.2	-26.5	-0.2	-1.6	·	·	-5.4	-0.7	·
Cc1cnc2c(C(=O)O)cnn2c1	i	8.3	-1.0	0.0	5.5	2.4	3.6	-15.4	·	27.0
O=C(/C=C/c1cc([N+](=O)[O-])ccc1OC(F)F)Nc1cccc([N+](=O)[O-])c1	-0.1	10.1	10.6	-0.8	3.8	-5.5	·	-6.8	·	15.0
CC1CC(=O)N(CC(=O)Nc2cccc(F)c2)c2ccccc2S1(=O)=O (centres undefined)	-0.4	9.2	-4.1	1.4	0.8	-4.2	1.5	-21.0	4.6	18.4
CCCOc1ccc(-c2nn(-c3ccccc3)cc2/C=C2\SC(=S)N(C3CCS(=O)(=O)C3)C2=O)cc1 (centres undefined)	-3.7	8.8	-128.4	-2.7	5.5	8.1	-1.3	10.7	-0.7	17.6
CC(C)CCN(C(=O)c1cc(=O)[nH]c2ccccc12)c1c(N)n(Cc2ccccc2)c(=O)[nH]c1=O	i	7.7	5.5	-0.6	·	-0.3	-2.1	3.2	1.0	·
COc1cc(C(=O)N/N=C/c2cn(Cc3ccccc3)c3ccccc23)ccc1O	i	37.1*	2.6	-0.7	-2.0	·	1.2	·	0.3	10.1
COC(=O)C(C)Oc1cc(OC(C)C(=O)OC)c2c(C)c(Cl)c(=O)oc2c1 (centres undefined)	-0.3	11.4	3.4	+	1.3	0.7	1.8	-19.8	5.0	15.5

Screening data (PubChem BioAssay)

Some of the compounds tested; rates above refer to the full screens.
